SV40 large T antigen = TAg ATPase/helicase activity blockers – biochemical (AID 1903); SV40 large T antigen ATPase/helicase inhibition assay; higher % means a stronger effect; inhibition, % at 20 µM; hits with a dose series show IC50 in µM; hit rate 0.39% among 310,000; in the data active means a potency from the dose series; further: strong numbers were not always called active
NOD1 inhibition = inhibition of NOD1-driven NF-kB reporter – cell-based, luminescence, uHTS, primary screen (AID 1578) | NOD1-driven NF-kB luciferase reporter cells, luminescence; higher % means a stronger effect | inhibition, % at 4 µM; hits with a dose series show EC50 in µM | hit rate 1% among 290,000; in the data active means inhibition mostly above about 36%, no sharp cut-off; inactive means mostly below about 34%;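 further: HEK-293T reporter cells stimulated with the NOD1 agonist gamma-tri-DAP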
NOD2 inhibition = NOD2 signaling inhibitors, cell-based, luminescence, uHTS, HEK293 (AID 1566); HEK293 NOD2/NF-kB luciferase reporter, luminescence; higher % means a stronger effect; one-dose inhibition, % at 4 µM; EC50 in µM for titrated hits; hit rate 0.63% among 290,000; further: many of its hits are not listed in these tables
KOR beta-arrestin-1 = kappa opioid receptor blockers – cell-based, luminescence, uHTS (AID 1778); KOR beta-arrestin recruitment, luminescence, antagonist mode; higher % means a stronger effect; one-dose inhibition, % at 10 µM; IC50 in µM for titrated hits; hit rate 0.091% among 290,000; further: strong numbers were not always called active
KOR beta-arrestin-2 = kappa opioid receptor activators – cell-based, luminescence, uHTS, primary screen (AID 1777); hit rate 0.02% among 280,000; KOR beta-arrestin recruitment, luminescence; higher % means a stronger effect; activation, % at 10 µM, or EC50 in µM where a hit was titrated; in the data active means activation above about 50%, passing the limit was not always enough; further: a part of the inactive calls stands beside numbers as strong as those of hits
GPR55 LPI antagonism = inhibition of LPI-stimulated GPR55 beta-arrestin translocation – imaging, U2OS, beta-arrestin-GFP, LPI agonist, primary screen (AID 2013); U2OS GPR55 beta-arrestin-GFP translocation imaging, LPI antagonism; higher % means a stronger effect; hit rate 0.13% among 290,000; one-dose inhibition, % at 10 µM; IC50 in µM for titrated hits;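 active means spots per cell inhibited over 60%, with over 100 cells counted and total cytoplasm intensity under 500,000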;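 further: U2OS cells stably carrying GPR55 and arrestin-GFP stimulated by 5 µM LPI near EC80; imaged beta-arrestin-GFP aggregate spots per cell after agonist stimulation; plate controls were LPI-stimulated DMSO wells for no effect and DMSO wells without LPI for full effect; some results filed as inactive read as strong as hits; confirmed hits need IC50 under 10 µM and bright autofluorescent wells are also inconclusive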
GPR55 activation = selective activators of receptor GPR55 – imaging, U2OS cells, beta-arrestin-GFP redistribution, primary screen (AID 1961) | activation, % at 10 µM, or EC50 in µM where a hit was titrated | U2OS GPR55 beta-arrestin-GFP redistribution imaging; higher % means a stronger effect | hit rate 0.048% among 290,000;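 active means activation above 40% with more than 50 cells counted in the well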;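 further: U2OS osteosarcoma cells stably expressing GPR55 and beta-arrestin-GFP; plate controls were DMSO negative control for no effect and LPI positive control for full effect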
HIV fusion peptide = cell-free HIV fusion peptide-binding blockers – biochemical, uHTS, fluorescence dequenching, primary screen (AID 1986); cell-free peptide binding, fluorescence dequenching, 30 min; higher % means a stronger effect; inhibition, % at 20 µM, or IC50 in µM where a hit was titrated; hit rate 0.3% among 290,000; in the data active means inhibition mostly above about 52%, no sharp cut-off; inactive means mostly below about 76%; further: some results filed as inactive read as strong as hits
Rac1 GTP hydrolysis = MgcRacGAP GTPase-activating activity inhibitors, confirmation, biochemical, ADP Hunter fluorescence; MgcRacGAP-stimulated Rac1 GTP hydrolysis, ADP Hunter fluorescence; higher % means a stronger effect; GST-tagged Rac1 F28L mutant substrate; one-dose inhibition, % at 30 µM; IC50 in µM for titrated hits; hit rate 0.6% among 340,000; AID 624330;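 active means first-screen hits whose inhibition reached a set limit at any dose in the follow-up dose series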;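 further: fluorescence reports GDP produced by GAP-driven GTP hydrolysis; strong numbers were not always called active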
* hit, by the source's call; . = no result given; [ ] = remark or other dose. Unless noted, no stated cut-off is given here; in the data, active means inhibition above about 50%; inactive means the rest. Not all compounds are listed; count on the stated rates, not on these rows.

SV40 large T antigen | NOD1 inhibition | NOD2 inhibition | KOR beta-arrestin-1 | KOR beta-arrestin-2 | GPR55 LPI antagonism | GPR55 activation | HIV fusion peptide | Rac1 GTP hydrolysis | Compound
5% | -22% | 7% | -12%[20 µM] | . | 7% | 0.3% | 1.7% | 2% | CC1Cc2ccccc2N1C(=O)CSc1nccc(=O)[nH]1 (configuration not stated)
6% | -3% | 16% | -35% | -2.3% | -4% | -0.2% | -0.8% | 6% | O=C(NCc1cccnc1)c1ccc(NC(=O)c2ccc(Br)cc2)cc1
7% | -32% | -4% | -6% | 1.4% | -9% | 0.0% | 0.9% | 8% | C/C=C/C(=O)OCc1csc(CC(=O)Nc2ccccc2C)n1
25% | -22% | 5% | 0%[20 µM] | -4.2% | 7% | -0.1% | -1.2% | 11% | COCCNCc1ccc(Cl)cc1Cl
0% | -29% | 2% | 18% | -8.5% | -4% | -0.3% | 5.9% | 1% | OCc1ccccc1CNCc1ccccc1
24% | -28% | -8% | 23% | -6.6% | 3% | 0.2% | 11% | 3% | COc1cc(OC)cc(C(=O)NCc2ccc3c(c2)cc(C)n3C)c1
-8% | -34% | 14% | 39% | 1.8% | 7% | -0.1% | 2.0% | -2% | Cc1cccc(C(OC(=O)c2ccco2)C(=O)NCc2ccccc2)n1 (configuration not stated)
5% | -40% | -9% | 19% | -0.5% | 10% | -0.2% | -1.1% | 4% | COC(=O)C1=C(C)NC(C)=C(C(=O)OC)C1c1ccc(NC(C)=O)cc1
12% | -15% | 12% | 4% | -3.8% | 9% | -0.2% | -0.8% | 8% | NC(=O)CSc1nnc(COc2ccc3ccccc3c2)o1
3% | -6% | -9% | . | . | 13% | -0.1% | -2.1% | 8% | Cc1cc(C)cc(NC(=O)Cn2c(-c3ccccc3Cl)nc3ccccc32)c1
4% | -1% | -6% | 13% | 7.2% | 2% | -0.2% | -0.4% | 12% | Cn1c(=O)c2c(n(Cc3ccccc3)c1=O)NC(=O)C2CC(=O)N1CCc2ccccc2C1 (configuration not stated)
22% | -11% | -11% | 15% | 7.5% | 8% | 0.7% | -2.7% | -5% | CN(C)S(=O)(=O)c1ccc(Cl)c(C(=O)Nc2ccccc2[N+](=O)[O-])c1
2% | -6% | -2% | -3% | 0.3% | 0% | -0.1% | -0.2% | 11% | CC(C)(C)c1cc(C(=O)NN)n(Cc2ccc(Cl)cc2Cl)n1
11% | -30% | -9% | -20% | -1.8% | 3% | -0.2% | -1.1% | 8% | CCCc1cc(CNC(=O)C2CCC(=O)N(Cc3ccccc3OC)C2)on1 (configuration not stated)
6% | -12% | 14% | -18% | -0.5% | 15% | -0.1% | 1.2% | 8% | COc1cccc(NC(=S)NN2C(C)CCCC2C)c1 (configuration not stated)
9% | -1% | 0% | -15% | -7.0% | 20% | 0.3% | -1.0% | 8% | O=C(Nc1ncnc2c1ncn2C1OC(COC(=O)c2ccccc2)C(F)C1O)c1ccccc1 (configuration not stated)
8% | -14% | -2% | 21% | -0.7% | -12% | -0.2% | -1.1% | 3% | CC(Cc1ccccc1)NC(=O)CN1C(=O)c2ccccc2S1(=O)=O (configuration not stated)
24% | -28% | -1% | 5% | -2.7% | 2% | -0.1% | -0.7% | 12% | NC(=O)C(=O)N/N=C/c1c(F)c(F)c(F)c(F)c1F
13% | 19% | 4% | 45% | -5.9% | -2% | -0.3% | -2.3% | 4% | CCOC(=O)c1c(C)[nH]c(C(=O)COC(=O)C2CC(=O)N(Cc3ccccc3)C2)c1C (configuration not stated)
9% | -9% | 1% | 1% | -1.2% | 24% | 0.9% | 1.9% | 10% | CCO[C@H]1OC(C(=O)Nc2ccccc2)=C[C@@H](c2ccc(Br)cc2)[C@@H]1CCCO
8% | -25% | 14% | 24% | -0.5% | -1% | -0.2% | -0.9% | 2% | CCN1CCN(S(=O)(=O)c2ccc(OC)cc2)CC1
4% | 12% | -56% | -11% | 1.4% | 5% | 0.1% | -3.4% | 4% | COc1cccc(/C=C/C(=C2/C(=O)N(c3ccccc3)N=C2C)c2ccc(C)cc2)c1OC
12% | -8% | -11% | -15% | -0.3% | 14% | -0.1% | 2.4% | -1% | COc1ccc(C2CC(C)=C(C#N)S(=O)(=O)C2C#N)cc1 (configuration not stated)
13% | -7% | 9% | 0% | -0.4% | 9% | 0.2% | 0.2% | 5% | COc1ccc(C)cc1NC(=S)N1CCOCC1
1% | -1% | 28% | -45% | 8.6% | 3% | -0.3% | 0.2% | 10% | O=S(=O)(CCN1CCOCC1)c1ccc(Oc2ccc(S(=O)(=O)CCN3CCOCC3)cc2)cc1
2% | -41% | 4% | -1% | -1.9% | -7% | -0.3% | -1.0% | 0% | Cc1ccc(S(=O)(=O)N2CCC(C(=O)NCCc3ccccn3)CC2)cc1
20% | 13% | -80% | -24% | -3.0% | 2% | -0.2% | 0.0% | -10% | N#CC1=C(SCc2ccc(C#N)cc2)N=C(N)C(c2nc(-c3ccccc3)cs2)C12CCCCC2 (configuration not stated)
-1% | -105% | -93% | 2% | -1.8% | 10% | 0.3% | -1.0% | 1% | Cc1ccc2oc(C(=O)NCCC3CCCCO3)c(C)c2c1 (configuration not stated)
2% | 5% | 16% | 2% | 4.4% | -1% | 0.2% | -0.8% | 13% | C=CCOc1ccc(CNC(C)(C)CO)cc1OC
8% | -62% | -1% | -1% | -0.8% | 12% | -0.3% | -1.2% | 0% | Clc1ccc(-c2nnc(COc3ncnc4ccccc34)o2)cc1
0% | 2% | 16% | -5% | -0.4% | 6% | 0.3% | -0.3% | -35% | COc1ccc(CCNC(=O)C2CCN(S(=O)(=O)c3cccc4cccnc34)CC2)cc1OC
2% | -2% | -5% | 15% | 0.3% | 2% | 0.2% | -1.1% | 11% | Nc1ccc(C(=O)OCC(=O)NC2CCS(=O)(=O)C2)cc1[N+](=O)[O-] (configuration not stated)

Filtered by structure, the compounds so far containing a furan ring, fused or not (two)
SV40 large T antigen | NOD1 inhibition | NOD2 inhibition | KOR beta-arrestin-1 | KOR beta-arrestin-2 | GPR55 LPI antagonism | GPR55 activation | HIV fusion peptide | Rac1 GTP hydrolysis | Compound
-8% | -34% | 14% | 39% | 1.8% | 7% | -0.1% | 2.0% | -2% | Cc1cccc(C(OC(=O)c2ccco2)C(=O)NCc2ccccc2)n1 (configuration not stated)
-1% | -105% | -93% | 2% | -1.8% | 10% | 0.3% | -1.0% | 1% | Cc1ccc2oc(C(=O)NCCC3CCCCO3)c(C)c2c1 (configuration not stated)

Later entries
SV40 large T antigen | NOD1 inhibition | NOD2 inhibition | KOR beta-arrestin-1 | KOR beta-arrestin-2 | GPR55 LPI antagonism | GPR55 activation | HIV fusion peptide | Rac1 GTP hydrolysis | Compound
20% | -28% | -7% | -23% | -2.0% | -15% | 0.2% | -0.4% | 5% | CCN(Cc1ccccc1)C(=O)COC(=O)c1cc(=O)[nH]c2ccccc12
-4% | -23% | 12% | -13% | 1.3% | 8% | -0.8% | 0.3% | 6% | CCSc1nc(O)cc(=O)n1CC
-6% | 1% | -7% | 12% | -0.2% | -6% | 0.0% | -0.4% | 6% | Fc1ccc(CNC(=S)NCc2cccc(Cl)c2)cc1
9% | -24% | -8% | 10% | 1.3% | 0% | -0.2% | 2.0% | 3% | Cc1ccc(NC(=O)Cn2c(O)c(N=NS(=O)(=O)c3ccc(C)cc3)c3ccccc32)cc1
3% | 21% | -20% | -9%[20 µM] | -1.6% | 6% | -0.1% | -2.2% | 2% | Cc1ccc(C)c(S(=O)(=O)N2CCN(c3ncccn3)CC2)c1
6% | -32% | -16% | 22% | -0.9% | 8% | -0.3% | 0.7% | 2% | O=C(NCc1ccc2c(c1)OCO2)C1CCN(S(=O)(=O)c2cccc3nsnc23)CC1
8% | -15% | 12% | -2% | -1.6% | -1% | -0.1% | 7.7% | 0% | COc1cccc(-c2nnc(SCC(=O)Nc3ccc(S(N)(=O)=O)cc3)n2C)c1
7% | 3% | 13% | 37% | -1.9% | 2% | -0.1% | 1.3% | . | Cn1c(SCc2ccc([N+](=O)[O-])cc2)nnc1-c1ccncc1
6% | -62% | -81% | -3% | 0.4% | 16% | 0.0% | 1.5% | 7% | CC1CCCCN1C(=O)c1cc(-c2ccc(Cl)c(Cl)c2)on1 (configuration not stated)
4% | -21% | 1% | -17% | 2.5% | 7% | -0.1% | 0.9% | 4% | CC(=O)c1cccc(NC(=O)c2ccccc2N(Cc2ccccc2)S(C)(=O)=O)c1
7% | -14% | -26% | -2% | -3.4% | -1% | 0.4% | -2.6% | 3% | O=C(Nc1ccccc1F)c1ccc2ncsc2c1
10% | 8% | -2% | -3% | 2.1% | 2% | -0.1% | 1.4% | 5% | O=C(CC12CC3CC(CC(C3)C1)C2)NCCN1CCOCC1
11% | -59% | -64% | . | 3.2% | 8% | -0.4% | -0.3% | 9% | COC(=O)N1N=C(c2ccc(Br)cc2)CC1(O)C(F)(F)F (configuration not stated)
9% | -15% | 9% | 12% | -5.7% | 7% | -0.1% | -2.1% | 3% | COc1ccc(C(=O)NCC(c2cccnc2)N2CCN(c3ccccc3OC)CC2)cc1OC (configuration not stated)
3% | -9% | 11% | 5% | -2.8% | 6% | -0.3% | -1.2% | 0% | CC(C)C(NS(=O)(=O)c1cc(C(=O)O)ccc1Cl)C(=O)O (configuration not stated)
7% | -26% | -2% | -7% | -1.5% | 11% | 0.7% | 0.0% | 4% | Cc1ccc(S(=O)(=O)c2c(N)n(/N=C/c3ccco3)c3nc4ccccc4nc23)cc1
1% | -15% | 2% | 34% | -3.4% | -6% | 0.0% | 0.4% | 9% | Cc1ccc(Cl)cc1NC(=O)CN1CCN(S(=O)(=O)N2CCC(C)CC2)CC1
5% | -5% | 15% | -13% | 0.1% | -4% | -0.1% | -1.3% | 9% | CC(NC(=O)C1CCCN1S(=O)(=O)c1cccc2nsnc12)c1ccccc1 (configuration not stated)
-2% | -13% | 0% | -39%[20 µM] | -3.7% | 0% | -0.1% | -0.6% | 6% | Cc1ccc(N2C(=O)C3C=NNC3C2=O)cc1 (configuration not stated)
12% | -22% | 11% | -10% | -1.7% | -3% | -0.2% | 2.1% | 6% | Cc1ccc(N2CCCCn3c2nc2c3c(=O)n(CC(=O)O)c(=O)n2C)cc1
-2% | 11% | 12% | 28% | -2.2% | 0% | -0.1% | -0.9% | 10% | CCOc1cc(S(=O)(=O)NC2CCCCC2)ccc1F
3% | -27% | 7% | . | -1.8% | -8% | -0.2% | 12% | 8% | O=C(O)CCC(=O)NCc1cn(-c2ccccc2)nc1-c1cccc(Br)c1
8% | -27% | 5% | 14% | 0.5% | 12% | 0.5% | 0.0% | 5% | Cc1ccc(-c2cc(C(=O)NCCCn3ccnc3)c3ccccc3n2)s1
4% | -26% | -16% | -1% | 5.5% | -3% | 0.6% | 0.8% | 17% | COc1ccc(-c2ccc(SCC(=O)NCc3ccco3)nn2)cc1OC
-1% | 11% | 15% | 20% | -1.0% | 13% | -0.2% | -1.9% | 4% | CC(=O)Nc1ccc(NC(=O)c2ccc(Cn3cc(Cl)cn3)cc2)cc1
8% | -35% | -5% | -41%[20 µM] | -4.8% | -10% | -0.2% | 2.0% | 8% | O=C(Nc1cccc(C(=O)Nc2ccc(Br)cc2)c1)c1ccccc1
